High-throughput results as filed in PubChem.
AGP1-GFP MLPCN: modulators of TOR pathway AGP1-GFP in S. cerevisiae | S. cerevisiae AGP1-GFP multiplex flow cytometry, 3 h; GFP as percent of DMSO wells | GFP response vs DMSO, % at 10 µM | hit rate 0.02% among 320,000;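 active = GFP response relative to DMSO above a set limit, near screen average plus 3 SD, cut at about 150% in these data; inconclusive = fewer than 70 cells counted for the yeast strain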;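 also: median GFP channel fluorescence of the gated AGP1 strain per well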
GRK2 inh: human GRK2 inhibition via aptamer displacement; bead flow cytometry, FAM-aptamer displacement from GRK2; AID 488847; P25098; hit rate 0.59% among 330,000; inhibition of aptamer binding, % at 10 µM;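 active = inhibition of aptamer binding above 40%, roughly 3 SD of noise, on plates passing a quality check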;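 also: median bead fluorescence of bound FAM aptamer so fluorescent compounds give negative values; no value below 0 was filed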
Target sequence (P25098 whole entry, looked up): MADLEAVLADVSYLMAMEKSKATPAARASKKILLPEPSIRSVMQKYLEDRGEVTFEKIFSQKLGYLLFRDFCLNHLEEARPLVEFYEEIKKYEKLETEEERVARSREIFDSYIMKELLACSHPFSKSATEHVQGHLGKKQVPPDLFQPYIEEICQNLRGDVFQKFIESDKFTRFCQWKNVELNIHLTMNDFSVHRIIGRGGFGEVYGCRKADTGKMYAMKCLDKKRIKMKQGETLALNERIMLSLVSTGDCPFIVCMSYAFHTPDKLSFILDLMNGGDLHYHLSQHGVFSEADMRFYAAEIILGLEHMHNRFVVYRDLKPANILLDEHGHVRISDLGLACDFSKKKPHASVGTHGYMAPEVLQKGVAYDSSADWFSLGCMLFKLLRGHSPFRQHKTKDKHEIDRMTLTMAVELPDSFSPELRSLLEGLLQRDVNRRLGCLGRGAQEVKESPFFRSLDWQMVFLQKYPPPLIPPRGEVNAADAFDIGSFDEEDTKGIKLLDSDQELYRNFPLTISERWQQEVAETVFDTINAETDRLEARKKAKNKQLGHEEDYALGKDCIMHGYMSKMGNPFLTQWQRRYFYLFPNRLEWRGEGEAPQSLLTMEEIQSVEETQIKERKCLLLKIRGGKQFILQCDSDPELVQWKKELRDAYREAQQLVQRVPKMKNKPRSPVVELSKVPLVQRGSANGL
RPL19A TOR yeast: yeast TOR pathway RPL19A-GFP modulation | S. cerevisiae RPL19A-GFP strain, flow cytometry, 3 h; active compounds read low | percent response vs DMSO, % at 10 µM | hit rate 0.3% among 330,000;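 active = percent response vs DMSO below 50%; inconclusive = fewer than 70 events counted for the yeast strain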;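 also: median channel GFP fluorescence of the barcoded RPL19A-GFP strain; ratio of sample median GFP to plate DMSO average so 100% = DMSO; lower means less RPL19A-GFP as with rapamycin TOR inhibition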
LAP4 TOR yeast: alters LAP4-GFP fluorescence in TOR pathway yeast screen; S. cerevisiae LAP4-GFP multiplex, flow cytometry GFP, 3 h; median GFP as percent of DMSO wells; GFP response vs DMSO, % at 10 µM; hit rate 0.34% among 320,000;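 active = GFP response vs DMSO above a set limit, about the screen mean plus 3 SD, cut at about 150% in these data; inconclusive = under 70 cell events counted for the yeast strain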
VLA-4 inh: inhibition in a human VLA-4 binding assay | hit rate 0.2% among 330,000 | VLA-4 expressing cells, ligand binding flow cytometry | inhibition, % (about 7 µM as worked out from the volumes in the protocol) | P13612; in the data active = inhibition above about 50%
Yeast superoxide: lowers age-related superoxide in aged yeast cells; S. cerevisiae aged cells, superoxide DHE fluorescence; active compounds read low; AID 2690; hit rate 0.18% among 330,000; superoxide response (% of plate mean), % at 10 µM;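 active = superoxide response under a set limit, about three screen SD below normal, cut at about 65% in these data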;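 also: yeast aged for seven days with compound at 30 °C before DHE staining; 100% = average MFI of all compound-treated wells on the plate with controls excluded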
CIT2-GFP yeast: yeast TOR pathway CIT2-GFP modulation; AID 2029; GFP response vs DMSO, % at 10 µM; S. cerevisiae CIT2-GFP strain, flow cytometry, 3 h; 100 means same as DMSO wells; hit rate 0.065% among 320,000;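 active = GFP response relative to DMSO above a set limit, near the screen mean plus 3 SD, cut at about 150% in these data; inconclusive = Fewer than 70 cells measured for a yeast strain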;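 also: ratio of well median GFP fluorescence to mean of DMSO wells on the plate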
MEP2 TOR yeast: modulators of TOR pathway MEP2-GFP in S. cerevisiae | hit rate 0.51% among 330,000 | AID 2016 | GFP response vs DMSO, % at 10 µM | S. cerevisiae MEP2-GFP strain, flow cytometry GFP, 3 h; 100% = DMSO control level;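 active = GFP response versus DMSO above a set limit, roughly screen mean plus 3 SD, cut at about 180% in these data; inconclusive = fewer than 70 cells counted for a yeast strain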;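 also: median GFP fluorescence of the barcode-gated MEP2-GFP cells per well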
* = called active by the depositor; i = inactive; ? = inconclusive; . = not tested or not shown; [ ] = dose if it differs, or a comment.

SMILES	AGP1-GFP MLPCN	GRK2 inh	RPL19A TOR yeast	LAP4 TOR yeast	VLA-4 inh	Yeast superoxide	CIT2-GFP yeast	MEP2 TOR yeast
COCCn1c(SCC(=O)NNC(=O)c2ccccc2)nc2ccccc21	100	0	101	92	-5	88	104	101
COc1ccc(C)c2sc(=NC(=O)C(C)C)n(C)c12	90	0	95	98	14	119	89	103
Cc1cccc(OCc2n[nH]c(=S)n2Cc2ccccc2)c1	96	3	103	97	-4	113	93	101
CC(C)NC(=S)Nc1ccc(S(=O)(=O)Nc2ncccn2)cc1	102	0	104	95	2	95	112	100
CC(=O)c1cccc(S(=O)(=O)N2CCC(C(=O)O)(c3ccccc3)CC2)c1	105	1	102	94	0	101	100	103
CCS(=O)(=O)c1ccc(-c2csc(-c3ccccc3Cl)n2)c(Cl)c1Cl	105	0	103	86	-4	101	111	103
Cc1cccc(N(Cc2ccccc2)C(=O)c2ccccc2F)c1	101	5	102	97	6	92	101	106
Cc1ccc(-n2c(C)cc(/C=N/NC(=O)Cn3c4ccccc4c(=O)c4ccccc43)c2C)cc1	20[may fluoresce violet]	0	37*[may fluoresce violet]	78[may fluoresce violet]	1	113	?	244*[may fluoresce violet]
O=[N+]([O-])c1ccc(NCCCNS(=O)(=O)c2ccccc2)cc1	106	0	98	99	-1	96	106	100
Nn1c(Cc2ccccc2F)n[nH]c1=S	91	3	98	101	5	95	90	93
CC(=O)Nc1ccc(S(=O)(=O)N2CCN(C(=O)N3CCOCC3)CC2)cc1	101	0	102	97	-16	101	106	102
CC(=O)c1cccc(NS(=O)(=O)N(C)C)c1	.	0	92	89	6	95	95	91
CCN(CC)S(=O)(=O)c1ccc(N2CCCCC2)c(NC(=O)C2CCN(C(=O)c3ccc(F)cc3)CC2)c1	108	0	100	107	-7	90	98	106
CCn1cc(NC(=O)Nc2ccccc2C(=O)OC)c(C(N)=O)n1	103	0	99	101	0	89	105	101
CCN(CC(=O)NCc1cccs1)C(=O)c1cc(S(=O)(=O)N2CCCCC2)ccc1Cl	100	3	93	107	15	119	90	95
O=C(c1ccco1)N1CCN(C(c2ccccc2Cl)c2nnnn2Cc2cccs2)CC1 (stereo not drawn)	100	0	97	92	10	97	99	100
COc1ccc2oc(=O)c(C(=O)NC3CCCCCC3)cc2c1	101	1	102	79	-5	101	101	101
COc1ccc(/C=C/C(=O)N2CCN(C)CC2)cc1S(=O)(=O)N1CCCCC1	89	0	94	87	9	87	89	93
C=CCn1c(C)csc1=Nc1ccc(C(C)=O)cc1	96	2	97	99	10	94	99	102
FC(F)(F)c1ccccc1NC1=NCCC1	103	0	100	101	7	95	101	103
CCc1cccc(NS(=O)(=O)c2c(C)nc3scc(C)n3c2=O)c1	98	1	103	106	3	94	105	110
O=C(Nc1cccc([N+](=O)[O-])c1)c1ccc(-c2ccccc2)cc1	100	0	100	98	9	81	95	99
CS(=O)(=O)c1ccc(-c2sc3ccccc3c2C(=O)N2CCN(c3ccc(F)cc3)CC2)cc1	100	0	95	101	6	79	91	97
Cc1ccc([C@@H]2[C@@H]3C(=O)N(c4ccccc4)C(=O)[C@@H]3[C@]3(C)C(=O)N(Cc4ccccc4)CC(=O)N23)o1	76	0	95	114	-16	98	68	96
COCCn1c(C)c(C)c2c(NCCc3ccccc3)ncnc21	97	0	105	119	-21	98	130	148
COc1ccccc1C/C(N)=N/OC(=O)c1cccs1	100	0	96	115	-5	90	107	99
CC(=O)NC(C)(C)C1CC=C(C)/C(=N\O)C1 (stereo not drawn)	104	4	106	99	4	92	108	109
Cc1cc(C(=O)CSc2nc(N)cc(=O)[nH]2)c(C)n1Cc1ccco1	103	3	100	106	-4	94	103	110
CC(C)(C)[C@@H]1C=C(C(=O)N2CCN(Cc3ccc4c(c3)OCO4)CC2)O[C@H](OCc2ccc(CO)cc2)C1	89	5	98	122	3	104	103	94
CC(C)(C)c1ccc(C(=O)Nc2ccc(F)cc2)s1	94	2	95	124	-11	98	94	98
Cc1cc(C)c(S(=O)(=O)N2CCN(c3ccc([N+](=O)[O-])c(NCC4CCCO4)c3)CC2)c(C)c1 (stereo not drawn)	103	0	100	100	13	107	104	105
Cc1cc(=O)oc2cc(NC(=O)CC3(CC(=O)O)CCCC3)ccc12	98	0	98	100	1	93	91	101
O=C(Cn1cnc2c(nnn2Cc2ccc(F)cc2)c1=O)Nc1ccccc1	100	1	98	98	1	90	100	95
CC(C)CN(C(=O)c1ccc(C(F)(F)F)cc1)c1c(N)n(CC(C)C)c(=O)[nH]c1=O	98	0	97	87	4	97	97	104
Cc1ccc(N2C(=O)NC(NC(=O)C(C)(C)C)(C(F)(F)F)C2=O)cc1 (stereo not drawn)	102	0	102	99	1	92	107	105
CN=c1scc(-c2ccc(Br)cc2)n1C	95	1	96	99	-8	79	92	95
COc1ccccc1N1CCN(C(=O)C(NS(=O)(=O)c2cccs2)c2ccccc2)CC1 (stereo not drawn)	109	0	103	110	4	124	106	104
CCN(CC(=O)NC(C)C)C(=O)[C@H](C)NC(=O)c1ccc(Br)cc1	104	5	105	106	0	94	101	96
Cc1ccccc1Cc1c(C)nc2nc(SCC(=O)NCc3ccco3)nn2c1C	100	2	98	98	9	106	100	98
CC(C(N)=O)N1c2cccc3cccc(c23)S1(=O)=O (stereo not drawn)	98	0	96	99	2	120	93	96
Cc1ccccc1-n1c(N)c(C(=O)Nc2ccc(F)cc2)sc1=S	108	3	105	104	15	79	110	112
COC(=O)C1C(=O)N2CCCSC2=C(C#N)C1c1cccs1 (stereo not drawn)	101	0	101	97	4	101	105	110
CCOCCCNC(=O)C(c1ccc(Cl)cc1)N1CCN(c2ccccc2)CC1 (stereo not drawn)	101	4	103	99	29	94	96	95
CC(=O)N1CCC(C(=O)Nc2ccc(S(=O)(=O)N3CCC(C)CC3)cc2)CC1	100	0	99	97	12	99	99	95
CCOc1ccccc1NC(=O)CCNS(=O)(=O)c1ccc2[nH]c(=O)oc2c1	98	5	96	98	8	94	99	102
O=C(O/N=C(\c1ccccc1)c1ccncc1)c1ccccc1Cl	59	1	65	152*	5	112	44	74
C[C@@H](C(=O)OCC(=O)c1ccc(F)c(F)c1)N1C(=O)C2CCCCC2C1=O (stereo partly drawn)	101	0	98	102	14	97	102	98
COc1ccc(-c2noc(CSc3nc4ccccc4c(=O)n3-c3ccccc3)n2)cc1	101	1	101	107	1	92	104	107
COc1ccc(N2CCN(CCCNC(=O)C3CCN(S(=O)(=O)N4CCOCC4)CC3)CC2)cc1	92	0	91	90	9	106	95	92
Cc1cc(C(=S)N2CCOCC2)c(C)n1-c1ccc(F)cc1	97	1	108	91	14	87	106	103
CCN(CC1CCCO1)C(=O)CCc1nnc(CCc2ccccc2OC)o1 (stereo not drawn)	111	0	96	107	-7	98	98	94
COC(=O)c1ccc(S(=O)(=O)NCc2ccc(S(N)(=O)=O)cc2)n1C	103	3	96	109	12	112	107	104
Cc1nc2scc(-c3cccs3)c2c(=O)[nH]1	100	5	103	108	-13	101	107	109
O=C(c1cccnc1)c1cccnc1	100	0	103	84	3	100	92	87
CC(C)OCCCNC(=O)C1CCC(CNS(=O)(=O)c2ccc(Cl)cc2)CC1 (stereo not drawn)	98	0	98	101	2	106	103	102
CCC(C)c1ccc(NC(=O)C/C(C)=N/NC(=O)c2cnccn2)cc1 (stereo not drawn)	99	3	101	92	6	100	101	107
Cc1sc2ncnc(SCC(=O)N3CCCCC3)c2c1C	98	0	99	103	16	108	100	102
O=C(Nc1ccc(O)cc1)N1CCOCC1	99	0	98	100	3	104	90	97
CCn1cc(C(=O)O)c(=O)c2cc(F)c(N3CCN(C(=S)NC(=O)c4cccc(F)c4)CC3)cc21	98	0	100	101	4	95	92	96
CCN(CCCNC(=O)c1nn(C)c2c1CS(=O)(=O)c1ccccc1-2)Cc1ccccc1	102	0	100	114	-8	109	104	100

Just Yeast superoxide, for some of the entries so far:
smiles | Yeast superoxide
CCOCCCNC(=O)C(c1ccc(Cl)cc1)N1CCN(c2ccccc2)CC1 (stereo not drawn) | 94
CC(=O)N1CCC(C(=O)Nc2ccc(S(=O)(=O)N3CCC(C)CC3)cc2)CC1 | 99
CCOc1ccccc1NC(=O)CCNS(=O)(=O)c1ccc2[nH]c(=O)oc2c1 | 94

The results go on:
SMILES	AGP1-GFP MLPCN	GRK2 inh	RPL19A TOR yeast	LAP4 TOR yeast	VLA-4 inh	Yeast superoxide	CIT2-GFP yeast	MEP2 TOR yeast
Cc1nn2c(-c3cccc(NC(=O)CSc4nc5ccccc5o4)c3)nnc2c2ccccc12	100	0	104	103	-7	94	100	101
Fc1cccc(NC(=S)Nc2cccnc2)c1	98	6	97	105	6	91	88	91
CSc1cccc(NC(=O)CN(C)S(=O)(=O)c2cnc[nH]2)c1	106	0	99	97	5	98	109	111
Cn1c(=O)cc(SCC(=O)N2CCCC2)c2ccccc21	100	0	99	100	7	105	97	104
O=[N+]([O-])c1cc(C(F)(F)F)ccc1N1CCCNCC1	95	0	98	100	10	103	91	95
Cc1ccc(S(=O)(=O)NC(CC(C)C)C(=O)N2CCOCCOCCOCCOCC2)cc1 (stereo not drawn)	101	0	102	97	11	99	107	98
Cn1c(=O)c2[nH]c(C3CCCC3)nc2n(C)c1=O	96	1	100	104	42	108	92	99
CC(O)[C@H]1CNCCN1CCc1cc(C(F)(F)F)cc(C(F)(F)F)c1 (stereo partly drawn)	90	0	94	130	3	97	97	86
Cc1cc(C(=O)N2CCC(C(N)=O)CC2)c(C)o1	99	1	98	102	12	99	97	105
Cc1ccc(-n2ncc3c2CC(C)(C)CC3NC(=O)CCN2CCCO2)cc1 (stereo not drawn)	95	0	95	89	13	93	96	94
O=C(CN1CCOCC1)Nc1cc(Cl)ccc1Cl	105	0	102	100	6	97	109	105
CN1/C(=C\C(=O)c2ccco2)C(C)(C)c2ccccc21	92	0	81	180*	i	94	96	102
CC(C)Oc1ccc(C(=O)Nc2ccccc2N2CCCC2)cc1	100	0	103	105	-6	79	101	105
COc1cccc(-c2nc(CS(=O)(=O)CC(=O)Nc3cc(C)ccc3C)c(C)o2)c1	97	0	94	100	11	90	93	97
O=C(NCC1CCN(S(=O)(=O)c2ccccc2)CC1)Nc1ccccc1	115	0	97	101	6	106	110	86
N#Cc1ccc(-c2ccc(OCC(=O)Nc3cccnc3)cc2)cc1	82	0	103	107	24	103	103	103
O=C(/C=C/c1ccccc1Cl)Nc1ccc(S(=O)(=O)Nc2ncccn2)cc1	89	2	91	126	9	92	112	157
COc1ccccc1-c1cc(C2CC2)nc(N)c1C#N	99	0	99	94	-8	120	108	96
CCC(NC(=O)N(Cc1ccccc1)Cc1ccc2c(c1)OCO2)(C(F)(F)F)C(F)(F)F	100	14	96	92	-3	87	99	92
COc1cc(-c2nc3n(n2)C(c2ccc(F)cc2)C2=C(CCCC2=O)N3)cc(OC)c1OC (stereo not drawn)	109	4	108	111	-25	94	108	105
Cn1nc(C(F)(F)F)c(-c2ccc(Br)cc2)c1NC(=O)Nc1ccc(F)cc1F	101	0	93	105	17	94	96	97
Cc1c(NC(=O)C(C)OC(=O)c2cccc(S(=O)(=O)N3CCOCC3)c2)c(=O)n(-c2ccccc2)n1C (stereo not drawn)	101	76*	101	96	3	110	99	108
